Rpn11 block = inhibitors of human proteasome Rpn11 | human 26S proteasome, Ub4-pepOG fluorescence polarization; 20S core pre-blocked with epoxomicin | calls only at 20 µM | hit rate 0.59% among 360,000;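 active = inhibition at 20 µM, scaled to each plate's controls, above about 33%, limit read from the data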
Target sequence (O00487 whole entry, looked up): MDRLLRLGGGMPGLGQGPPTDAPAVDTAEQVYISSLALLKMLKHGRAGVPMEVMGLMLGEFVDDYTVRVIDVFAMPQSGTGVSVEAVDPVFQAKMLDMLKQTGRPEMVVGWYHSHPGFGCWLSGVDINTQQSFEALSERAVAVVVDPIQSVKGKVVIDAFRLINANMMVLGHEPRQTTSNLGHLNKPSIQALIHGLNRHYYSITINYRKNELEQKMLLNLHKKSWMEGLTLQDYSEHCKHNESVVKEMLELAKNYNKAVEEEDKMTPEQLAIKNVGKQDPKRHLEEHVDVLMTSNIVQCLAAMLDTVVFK
Scp-1 inhibitor = Scp-1 (human) phosphatase inhibition; Recombinant Scp1, phosphopeptide, malachite green phosphate absorbance; inhibition, % at 20 µM; hit rate 0.88% among 340,000; AID 493091;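 active = inhibition above about 50% at 20 µM, limit read from the data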;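 note: plate controls were DMSO wells with enzyme for no effect and wells lacking enzyme for full effect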
Target sequence (Q9GZU7 76-261 limits assumed): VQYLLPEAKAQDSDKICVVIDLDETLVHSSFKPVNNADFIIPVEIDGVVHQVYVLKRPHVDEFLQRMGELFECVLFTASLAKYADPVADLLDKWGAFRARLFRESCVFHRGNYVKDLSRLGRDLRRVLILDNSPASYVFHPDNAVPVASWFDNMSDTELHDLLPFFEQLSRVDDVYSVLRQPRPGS
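System: truncated SCP-1 phosphatase (76-261aa); medium: Tris acetate buffer pH 5.5 with MgCl2 and Tween-20; incubation: 45 min room-temperature reaction, 5 min colour, 30 min stabiliser; compound: single 20 µM dose, 1% DMSO; reagent: Phosphorylated 17-residue peptide substrate; read-out: % inhibition at 20 µM; technique: colorimetric free-phosphate detection, absorbance 630 nm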
SUMO1 PPI mod = SUMO1-SIM interaction modulation; inhibition, % at 20 µM; SUMO1 binding to a labelled peptide, TR-FRET, 1 h; hit rate 0.33% among 360,000; P63165; in the data active = inhibition above about 37%
Rin1 Abl inh = blocks binding of human Rin1 to Abl; TR-FRET Rin1/Abl binding, biochemical; inhibition, % at 7.35 µM; hit rate 0.4% among 360,000; in the data active = inhibition above about 5%, passing the limit was not always enough
DNMT1 block = inhibitors of human DNMT1; P26358; DNMT1 molecular beacon, Hinp1I cleavage, fluorescence; inhibition (reported as % activation of signal), % at 10 µM; hit rate 0.83% among 360,000; AID 588458; in the data active = inhibition above about 50%
Neddylation inh = blocks human cullin neddylation. P61081+Q13564. TR-FRET cullin neddylation, biochemical. calls only at 25 µM. hit rate 0.58% among 360,000. AID 651699; in the data active = inhibition above about 36%
CSN inh = blocks human CSN-mediated cullin deneddylation | Q92905 | Purified CSN, SCF-Nedd8-OG deneddylation, fluorescence polarization | inhibition, % at 12.5 µM | hit rate 0.38% among 360,000 | AID 651999;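 active = pattern-corrected inhibition above about 35%, with an unprinted fluorescence ratio check between 0.5 and 1.5, limit read from the data, passing the limit was not always enough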;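 note: 0% = enzyme with substrate and 100% = substrate without enzyme; some results filed as inactive read as strong as hits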
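Material: purified human Csn5 enzyme expressed in HEK293T cells / Medium: Tris buffer pH 7.5, NaCl, DTT, Tween-20, trehalose, ovalbumin / Compound dosing: 12.5 µM single point / Schedule: 90 min incubation of compound, enzyme and substrate at room temperature / Signal: fluorescence polarization of the substrate / Control set: no-enzyme wells high, enzyme-with-substrate wells low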
STEP inh = inhibitors of human striatal-enriched phosphatase STEP; AID 588621; P54829; recombinant STEP, OMFP fluorogenic substrate, fluorescence; hit rate 0.25% among 360,000; inhibition, % at 20 µM;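 active = inhibition at 20 µM, scaled per plate between control wells, above about 37%, limit read from the data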;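 note: 0% = DMSO with enzyme and substrate and 100% = substrate only without enzyme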
Target sequence (P54829 whole entry, looked up): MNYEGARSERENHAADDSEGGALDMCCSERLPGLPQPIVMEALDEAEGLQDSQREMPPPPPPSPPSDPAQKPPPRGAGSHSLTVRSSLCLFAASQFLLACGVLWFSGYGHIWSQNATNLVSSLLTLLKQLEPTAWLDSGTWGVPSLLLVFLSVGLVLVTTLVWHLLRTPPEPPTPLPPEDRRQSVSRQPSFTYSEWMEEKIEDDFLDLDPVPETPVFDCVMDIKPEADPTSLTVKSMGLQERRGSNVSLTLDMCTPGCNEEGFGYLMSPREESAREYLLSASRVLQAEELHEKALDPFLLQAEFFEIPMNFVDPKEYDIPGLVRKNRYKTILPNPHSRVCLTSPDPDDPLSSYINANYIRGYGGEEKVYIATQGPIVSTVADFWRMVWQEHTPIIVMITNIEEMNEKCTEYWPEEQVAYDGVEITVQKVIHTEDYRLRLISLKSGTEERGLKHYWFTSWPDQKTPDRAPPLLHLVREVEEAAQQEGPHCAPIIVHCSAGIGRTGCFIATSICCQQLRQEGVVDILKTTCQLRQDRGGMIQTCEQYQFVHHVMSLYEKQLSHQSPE
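Measure: Control-normalized % inhibition with plate pattern correction | Test system: STEP phosphatase, cell-free reaction | Medium: pH 6.0 Bis-Tris with DTT and Tween 20 | Technique: Fluorescence, 480/540 nm | Times: Reaction 20 min, ambient temperature | Doses: Single compound dose of 20 µM, 1% DMSO final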
NadD inh = blocks S. aureus nicotinate mononucleotide adenylyltransferase. purified NadD enzyme, colorimetric absorbance read-out. inhibition, % at 20 µM. hit rate 0.78% among 360,000. AID 602399; in the data active = inhibition above about 26%; note: some compounds past the cut are filed as inactive
LMPTP inh = LMPTP (human) inhibition; recombinant LMPTP-A, OMFP fluorogenic substrate, fluorescence intensity; inhibition, % at 20 µM; hit rate 0.22% among 360,000; AID 651560;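 active = compounds that cut the enzyme signal by at least half of the control window in the single-dose screen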;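 note: plate controls were DMSO wells with enzyme plus substrate for no effect and substrate without enzyme for full effect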
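Assay system: LMPTP-A, protein tyrosine phosphatase of low molecular weight / Medium: pH 6.0 Bis-Tris buffer with DTT and Triton X-100 / Schedule: 50 min enzyme reaction at room temperature, protected from light / Measured by: endpoint fluorescence intensity from OMFP dephosphorylation / Read-out basis: % inhibition relative to no-enzyme and uninhibited control wells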
The depositor's hits bear a star; i = inactive; x = not tested or not shown; + = active, no number.

SMILES	Rpn11 block	Scp-1 inhibitor	SUMO1 PPI mod	Rin1 Abl inh	DNMT1 block	Neddylation inh	CSN inh	STEP inh	NadD inh	LMPTP inh
Oc1cccc(C=NCc2ccccc2)c1	i	0	1	2	3	i	3	3	-1	-1.0
Cc1cccc(N2CCN(C(=O)c3cc4n(n3)C(C(F)(F)F)CC(c3ccco3)N4)CC2)c1C (centres undefined)	i	0	2	0	-10	i	2	-2	5	3.3
CCc1ccc(CN2CCC(C(=O)Nc3cccc(-c4nnc(C)s4)c3)CC2)o1	i	3	4	3	1	i	1	0	-3	1.3
Cn1ccnc1C(=O)c1cc(=O)c2ccccc2o1	i	-9	-23	1	1	i	4	1	1	-2.4
CCCCc1cc(=O)oc2cc(OCC(=O)N3CCC(C(=O)O)(c4ccccc4)CC3)ccc12	i	-1	11	-4	-1	i	4	3	6	-1.0
O=C(CSc1nc2ccccc2c(=O)n1-c1ccccc1)NC(=O)CN1CCCC1=O	i	58*	7	0	31	i	4	20	8	4.2
O=C(O)CC1(CC(=O)Nc2ccccc2Br)CCCC1	i	-10	1	4	1	i	-2	-3	-2	0.2
CCCN(CCC)S(=O)(=O)c1ccc(C(=O)OCCN2C(=O)c3cccc4c(N5CCOCC5)ccc(c34)C2=O)cc1	i	-14	-60	2	5	i	-66	-30	3	0.2
CCN(C(=O)CN1CCN(c2ccccc2)CC1)c1c(N)n(Cc2ccccc2)c(=O)[nH]c1=O	i	-5	-2	-2	1	i	-1	2	-3	-1.3
C1CN(CC2COC(CN3CCOCC3)CO2)CCO1 (centres undefined)	i	1	-1	1	-1	i	4	0	2	-7.8
Cc1ccc(C)c(N2CCN(C(=O)CCc3nc(-c4ccccc4Br)no3)CC2)c1	i	7	25	1	-3	i	1	2	2	5.2
CC1(c2ccccc2)CC(C)(C)N2C(=O)C(=O)c3cccc1c32 (centres undefined)	i	0	-15	-2	23	i	2	-3	-2	-0.2
CCOC(=O)N1CCN(C(=O)c2cn(CC)c3ccc(S(=O)(=O)N4CCC(C)CC4)cc3c2=O)CC1	i	5	1	2	1	i	4	-3	2	1.3
CN1C(=O)C(c2ccccc2[N+](=O)[O-])C(=O)c2ccccc21 (centres undefined)	i	-10	-3	2	-5	i	4	-2	-8	-3.9
C=CCn1cc(-c2cccc(Cl)c2)cc(C#N)c1=O	i	-3	-12	-5	0	+	-4	2	-1	-0.9
COc1ccc2oc(C(=O)NCC3CCCO3)c(C)c2c1 (centres undefined)	i	1	-4	-2	-4	x	3	1	-4	-1.1
CCOc1ccc(NC(=O)CCS(=O)(=O)c2ccc(C)cc2)cc1	i	16	-5	-5	1	i	-1	2	-5	-1.0
Cc1cc(C)c(NC(=O)CSc2nnc(-c3ccccn3)n2N)c(Cl)c1	i	-3	2	0	-2	i	3	1	5	-0.5
Cc1nc(C(=O)NCc2ccccc2)sc1C1(C)CC(c2ccccc2)=NO1 (centres undefined)	i	-9	-1	6	-5	i	0	0	-11	1.7
O=C(CSc1cn(CC(=O)N2CCCCC2)c2ccccc12)NCC1CCCO1 (centres undefined)	i	48	-1	0	-2	i	-3	-3	-3	-2.5
N#CC1=C(N)Oc2n[nH]c(-c3cccs3)c2C1c1ccco1 (centres undefined)	x	-4	-3	-2	-4	i	4	-5	-1	1.8
CCOC(=O)C1CCN(c2cc(=O)n(C3CCCCC3)c(=O)[nH]2)CC1	i	-7	0	-2	-1	i	1	-2	1	-1.8
Clc1ccc2nc(-c3ccco3)c(Cc3ccccc3)n2c1	i	x	5	7	64*	i	36*	-1	26	7.3
CC1S/C(=C(\C#N)C(=O)NCc2ccco2)N(Cc2ccco2)C1=O (centres undefined)	i	3	-1	-2	0	i	0	0	-4	-1.2
COc1ccc(CNc2cc(C)ccn2)c(O)c1	i	-15	-7	1	-1	i	-1	0	-5	1.4
N#Cc1cccc(C#N)c1Oc1ccc(S(=O)(=O)Nc2ccc(Cl)cc2)cc1	i	-11	7	-2	-7	i	2	-3	-6	0.3
CC1(C)C(=O)Nc2ccccc2N1C(=O)COC(=O)CNS(=O)(=O)c1ccc(F)c(F)c1F	i	8	-7	0	2	i	-2	-3	1	-1.1
CCOc1cc(-c2cc(-c3ccc(NC(C)=O)cc3)nc(N)c2C#N)ccc1O	i	-4	-13	-1	-11	i	2	-1	5	3.3
O=C(CN1CCN(S(=O)(=O)c2cccc(Cl)c2)CC1)N1CCCCC1	i	-2	-3	-2	-1	i	1	-2	8	-0.7
S=c1[nH]ncn1/N=C/c1ccco1	i	x	-15	-4	4	i	0	-1	6	-2.4

Of the compounds above, these contain a Cl atom.
SMILES	Rpn11 block	Scp-1 inhibitor	SUMO1 PPI mod	Rin1 Abl inh	DNMT1 block	Neddylation inh	CSN inh	STEP inh	NadD inh	LMPTP inh
C=CCn1cc(-c2cccc(Cl)c2)cc(C#N)c1=O	i	-3	-12	-5	0	+	-4	2	-1	-0.9
Cc1cc(C)c(NC(=O)CSc2nnc(-c3ccccn3)n2N)c(Cl)c1	i	-3	2	0	-2	i	3	1	5	-0.5
Clc1ccc2nc(-c3ccco3)c(Cc3ccccc3)n2c1	i	x	5	7	64*	i	36*	-1	26	7.3
N#Cc1cccc(C#N)c1Oc1ccc(S(=O)(=O)Nc2ccc(Cl)cc2)cc1	i	-11	7	-2	-7	i	2	-3	-6	0.3
O=C(CN1CCN(S(=O)(=O)c2cccc(Cl)c2)CC1)N1CCCCC1	i	-2	-3	-2	-1	i	1	-2	8	-0.7

Next results follow.
SMILES	Rpn11 block	Scp-1 inhibitor	SUMO1 PPI mod	Rin1 Abl inh	DNMT1 block	Neddylation inh	CSN inh	STEP inh	NadD inh	LMPTP inh
CCn1cc(S(=O)(=O)c2ccc(OC)cc2)c(=O)c2cc(F)c(N3CCN(C)CC3)cc21	i	8	2	0	2	x	0	0	-7	-0.5
NNC(=O)c1ccc(OCC2CC(c3ccc(Cl)cc3)=NO2)cc1 (centres undefined)	i	0	-3	0	13	i	1	-3	7	-0.3
O=C(NCc1cccnc1)c1ccc(N2CCOCC2)c([N+](=O)[O-])c1	i	1	-22	-5	2	i	1	-3	-5	-0.4
COc1cc2c(cc1OC)C[N+](C)(C)CC2	i	26	2	-2	0	i	-1	0	10	-1.3
CC1CN(CC(O)c2ccc(Br)cc2)CCO1 (centres undefined)	i	-4	1	4	1	i	-3	-4	-2	-0.2
CC(C)(C)c1ccc(C(=O)NNC(=O)C(=O)N2CCCCC2)cc1	i	12	-4	-1	14	i	-7	0	-9	-1.7
Cn1c2c(c3ccccc31)CCN=C2c1ccccc1	i	-11	-19	-6	4	i	-2	-2	-2	0.6
COCCn1cnnc1SCC(=O)c1ccc(S(=O)(=O)N2CCCC2)cc1	i	-6	-2	-1	-3	i	0	-2	7	0.1
O=C(c1cc2c(c(-c3cccc(-c4ccncc4)c3)n1)[C@@H](CCO)N(C(=O)c1ccc3c(c1)OCO3)C2)N1CCOCC1	x	x	2	x	x	i	1	x	1	-0.1
Cc1nn(Cc2ccccc2)c2c1C(c1ccco1)C(C#N)=C(N)O2 (centres undefined)	i	-1	-9	-1	-13	i	1	1	4	-0.4
CCOC(=O)C1=C(Nc2ccccc2)CSC1	i	x	14	0	2	i	4	1	-3	1.5
Cc1ccc(SCC(=O)NCCC2=CCCCC2)cc1	i	-9	0	0	0	i	-2	0	-6	-0.8
Cc1cc(N2CCN(C)CC2)ccc1NC(=O)c1c2c(nc3ccccc13)CCN(Cc1ccccc1)C2	i	-2	-1	2	-12	i	2	4	-5	7.8
CCC(C(=O)Nc1c(C)cccc1C)n1c(-c2ccc(-c3ccccc3)cc2)nc2ccccc21 (centres undefined)	x	x	-2	x	x	i	-2	x	x	5.8
CCOC(=O)C1=C(C)NC(=S)NC1c1cccs1 (centres undefined)	i	-5	0	4	-4	i	-6	-2	2	-1.1
CCN(CC)C(=O)[C@H]1C[C@H](CC(=O)NCc2ccco2)C(=O)N2CCc3c([nH]c4cc(-c5ccco5)ccc34)[C@]12C	i	7	1	0	-5	x	3	0	-3	2.4
On1nnc2cc(C(F)(F)F)ccc21	i	17	0	0	-3	i	4	2	5	0.1
CN(CC(=O)Nc1ccccc1Br)Cc1nc2ccccc2c(=O)[nH]1	i	-9	2	4	2	i	-1	4	-1	-0.2
O=C(CCC(=O)c1cccs1)OCC(=O)c1ccccc1F	i	1	0	-3	0	i	2	0	-1	0.2
CC(=O)Nc1ccccc1OCCCN1CCC(C(O)(c2ccccc2)c2ccccc2)CC1	x	x	-3	x	x	i	-3	x	-5	0.6
COc1ccc(-c2nc3c4ccccc4ccn3c2C=O)cc1	i	-1	-53	0	-8	i	5	2	-2	0.6
Cc1ccc(C(=O)OC2CCS(=O)(=O)c3sccc32)cc1 (centres undefined)	i	-5	2	-1	2	i	-2	-2	0	1.4
O=C(O)c1cc([N+](=O)[O-])c(Sc2nc3ccccc3[nH]2)c([N+](=O)[O-])c1	i	-4	-16	0	2	i	-1	-1	4	-1.8
O=S(=O)(c1ccc(F)cc1)N1CCC(n2cnc3ccccc32)CC1	i	-5	1	-1	1	i	-2	-1	-4	3.2
COc1cc2ccc(=O)oc2cc1OCC(O)C(C)(C)O (centres undefined)	i	-4	-8	-1	-2	x	2	-2	-6	0.3
COc1ccc(OC)c(C2C(C(=O)Nc3ccc(F)cc3)=C(C)Nc3nc(CCCO)nn32)c1 (centres undefined)	i	-4	-3	-4	-1	i	1	1	-1	0.2
COc1ccccc1/C=C1\SC(=S)N(CCC(=O)NCCCn2ccnc2)C1=O	i	-2	-36	-3	2	i	0	1	9	7.6
CC(C)N(C(=O)[C@H]1C[C@H](CC(=O)NCCC2=CCCCC2)C(=O)N2CCc3c([nH]c4ccc(Cl)cc34)[C@]12C)C(C)C	i	4	4	3	-21	i	2	-3	2	3.4
CCCN1CCN(C(=S)Nc2ccccc2C(F)(F)F)CC1	i	1	7	0	4	i	-2	-1	-1	-4.0
NC(=O)CC(NC(=O)Cc1ccc(Cl)cc1)c1ccc(NCC2CC2)c([N+](=O)[O-])c1 (centres undefined)	i	-8	-25	-6	-5	i	105	-1	-4	3.3
COc1ccccc1CN1CCC(CNS(=O)(=O)c2cc(-c3cc(C)no3)ccc2C)CC1	i	-3	0	7	-3	i	6	-2	-1	2.3
CC(C)CN(C(=O)c1cccc(F)c1)c1c(N)n(CC(C)C)c(=O)[nH]c1=O	i	-7	-1	3	3	i	-4	2	0	-1.9

Screening results (PubChem BioAssay)
